ABCB6 inh 2: inhibitors of human ABC transporter ABCB6. fluorescence ratio to DMSO, % at 10 µM. Q9NP58. 360,000 compounds, 0.19% hits. K562-ABCB6 porphyrin accumulation, flow cytometry, 1 h; stronger effect = lower value. AID 602162;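 active = fluorescence ratio to DMSO below 75%, the collection mean minus 3 SD; inconclusive = too few cells collected in the well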;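 note: signal is porphyrin accumulated inside mitochondria; 100% equals median channel fluorescence of DMSO control wells; lower ratio means ABCB6 inhibition with less porphyrin fluorescence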
aDG glyco act: alpha-DG glycosylation activation; Pro5-aDG cells, alpha-DG glycosylation AlphaScreen (IIH6); 0% Pro5, 100% B10-LARGE cell signal; activation, % at 10 µM; 360,000 compounds, 0.22% hits;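 active = activation of at least 8% versus controls, or a plate z-score of at least 8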;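 note: Pro5 are CHO cells carrying HIG-tagged alpha-DG that lacks glycosylation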
CaV13 ICDI inh: Primary screen for inhibitors of IQ motif and Ca2+-dependent inactivation inhibitor domain binding in CACNA1D, Förster resonance energy transfer in living cells, …. 340,000 compounds, 0.098% hits. HEK cells, CFP/YFP FRET ICDI-IQ, plate reader, 10 min; percent FRET-ratio fall versus neutral wells. inhibition, % at 12.3 µM;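 active = mean replicate inhibition of at least 30% and at least 1% of replicates passing that level; inconclusive = only one of the two criteria is met; inactive = neither criterion is met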;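 note: 0% = median of the neutral control wells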
Vif inh: blocks HIV Vif function; inhibition, % at 7.49 µM; HEK293T cells, Vif self-association by quenched fluorescence, imaging, 24 h; 340,000 compounds, 0.35% hits; in the data active = inhibition above about 50%, passing the limit was not always enough; inconclusive = no clear call, values can overlap the other calls; inactive = below about 31%; note: some results filed as inactive read as strong as hits
m5-HT2A agonist: mouse HTR2A agonism via beta-arrestin recruitment; 360,000 compounds, 0.66% hits; AID 624169; CHO-K1 mHTR2A beta-arrestin complementation, luminescence; percent of 30 µM serotonin response; activation, % at 7.6 µM; P35363;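 active = activation above a run cutoff, the mean activation of all tested compounds plus 3 SD, cut at about 14% in these data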;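 note: 0% = plate median of compound wells and 100% = 30 µM serotonin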
Target sequence (P35363 whole entry, looked up): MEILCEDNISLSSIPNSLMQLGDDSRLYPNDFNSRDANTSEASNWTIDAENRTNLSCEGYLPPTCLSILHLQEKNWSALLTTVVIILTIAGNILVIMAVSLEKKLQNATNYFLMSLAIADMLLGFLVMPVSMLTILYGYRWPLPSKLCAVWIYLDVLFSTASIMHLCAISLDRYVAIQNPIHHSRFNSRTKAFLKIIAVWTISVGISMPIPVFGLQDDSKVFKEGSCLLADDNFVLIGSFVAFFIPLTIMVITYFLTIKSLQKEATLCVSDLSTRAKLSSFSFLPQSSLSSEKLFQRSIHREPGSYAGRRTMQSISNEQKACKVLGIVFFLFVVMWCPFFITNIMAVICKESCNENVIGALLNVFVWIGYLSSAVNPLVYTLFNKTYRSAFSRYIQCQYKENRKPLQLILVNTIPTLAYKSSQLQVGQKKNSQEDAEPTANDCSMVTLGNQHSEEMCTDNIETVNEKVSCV
iPSC survival up: enhancers of human iPSC single-cell survival. survival enhancement, % at 20 µM. hiPSC single-cell survival, ATPlite luminescence; 100% = ROCK inhibitor wells, 0% = DMSO. 360,000 compounds, 0.044% hits. AID 602274; in the data active = survival enhancement above about 18%;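 note: cells exposed to compounds for 16 hours before the ATP read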
Granule exo inh: blocks lytic granule exocytosis; TALL-104 LAMP-1 surface exposure, flow cytometry; cells stimulated with thapsigargin and PMA; 360,000 compounds, 0.66% hits; AID 651702; inhibition, % at 10 µM;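 active = inhibition above about 55%, limit read from the data; inconclusive = no clear call, values can overlap the other calls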
H9c2 protect: protects H9c2 cardiomyocytes from peroxide injury. H2O2 injury protection, ATPLite, 2 h. protection from H2O2 cell death, % at 20 µM. 360,000 compounds, 0.63% hits;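 active = compounds giving at least 50% protection of heart cells from peroxide-induced death in the single-dose screen, raw or plate-pattern-corrected value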;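 note: 0% = DMSO wells with peroxide and 100% = DMSO wells without peroxide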
PDI inh: blocks human protein disulfide isomerase activity; P07237; PDI insulin aggregation turbidity, A650, 90 min; inhibition, % at 10 µM; 350,000 compounds, 0.052% hits;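 active = mean inhibition across replicates of 30% or more, whatever share of single replicates reach that level; inconclusive = mean inhibition below 30% while every single replicate reaches 30%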;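 note: absorbance from insulin aggregation driven by PDI reduction with DTT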
Target sequence (P07237 whole entry, looked up): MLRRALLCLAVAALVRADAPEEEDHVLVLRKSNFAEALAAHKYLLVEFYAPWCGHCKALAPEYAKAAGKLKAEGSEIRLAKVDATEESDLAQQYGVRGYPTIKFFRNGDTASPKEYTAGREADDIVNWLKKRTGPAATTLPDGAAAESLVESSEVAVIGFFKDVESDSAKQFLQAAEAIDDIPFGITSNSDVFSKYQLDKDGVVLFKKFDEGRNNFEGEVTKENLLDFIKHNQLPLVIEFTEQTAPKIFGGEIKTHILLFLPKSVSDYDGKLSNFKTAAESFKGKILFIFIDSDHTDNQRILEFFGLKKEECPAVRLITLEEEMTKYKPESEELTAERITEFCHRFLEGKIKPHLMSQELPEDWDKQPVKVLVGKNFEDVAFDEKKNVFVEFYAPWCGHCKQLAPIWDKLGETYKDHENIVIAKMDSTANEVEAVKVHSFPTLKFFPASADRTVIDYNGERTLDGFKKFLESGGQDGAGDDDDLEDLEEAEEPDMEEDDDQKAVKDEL
Glyco luc inh: N-linked glycosylation inhibition; D54 ERlucT glycosylation luciferase reporter, 24 h; percent of 100 nM tunicamycin response; reporter increase, % at 12.5 µM; 360,000 compounds, 0.23% hits;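 active = mean luciferase reporter signal, scaled so untreated is 0 and the glycosylation-blocking control 100, at or above a set limit in every replicate; inconclusive = mean reaches the limit but not every replicate does; inactive = mean below the limit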;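 note: luciferase carries N-glycosylation sites so blocking glycosylation raises the light; 0% = median of neutral control wells and 100% = median of 100 nM tunicamycin wells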
Starred values were filed as active, the others as inactive; ? = inconclusive; nt = no result given.

The opening three compounds (preview)
1	Cc1cc(=O)oc2cc(OCC(=O)N3CCN(C(C)c4ccccc4)CC3)c(Cl)cc12 (stereo not given)
2	CCOc1ccc(-c2cc(C)[n+](CCN3CCOCC3)c(-c3ccc(OCC)cc3)c2)cc1
3	COC(=O)[C@@H]1C[C@]2(C(=O)O)c3ccccc3N(OOSc3ccccc3)[C@@H]2N1C(=O)OC
Screen / compound no.	1	2	3
ABCB6 inh 2	91	96	100
aDG glyco act	-0.1	0.0	-0.2
CaV13 ICDI inh	-6	-15	-11
Vif inh	-2	7	-4
m5-HT2A agonist	-4	2	1
iPSC survival up	-0.3	-0.6	3.8
Granule exo inh	2	14	-5
H9c2 protect	8	-1	2
PDI inh	-5	-3	18
Glyco luc inh	-4	-1	2

This part in full, from the first entry:
1	Cc1cc(=O)oc2cc(OCC(=O)N3CCN(C(C)c4ccccc4)CC3)c(Cl)cc12 (stereo not given)
2	CCOc1ccc(-c2cc(C)[n+](CCN3CCOCC3)c(-c3ccc(OCC)cc3)c2)cc1
3	COC(=O)[C@@H]1C[C@]2(C(=O)O)c3ccccc3N(OOSc3ccccc3)[C@@H]2N1C(=O)OC
4	COc1cc(OC)c(OC)cc1CNC(C)C(O)c1ccccc1 (stereo not given)
5	COP(=O)(OC)Oc1ccc(C(O)C(Cl)(Cl)Cl)cc1 (stereo not given)
6	CN(C)C(=O)Oc1cc(=O)n2c3c(cccc13)CCC2
Screen / compound no.	1	2	3	4	5	6
ABCB6 inh 2	91	96	100	98	100	91
aDG glyco act	-0.1	0.0	-0.2	0.2	0.0	0.3
CaV13 ICDI inh	-6	-15	-11	-4	-3	-3
Vif inh	-2	7	-4	-2	11	-4
m5-HT2A agonist	-4	2	1	0	6	3
iPSC survival up	-0.3	-0.6	3.8	3.8	-0.4	1.2
Granule exo inh	2	14	-5	0	-2	-7
H9c2 protect	8	-1	2	0	2	3
PDI inh	-5	-3	18	0	0	-36
Glyco luc inh	-4	-1	2	2	-2	0

7	O=C1NC(=O)N(CCC2=CCCCC2)C(=O)/C1=C/c1ccc(O)cc1
8	Cc1ccsc1C(=O)C1CCCN(Cc2cccc(-n3cccn3)c2)C1 (stereo not given)
9	COC(=O)C1=C(c2cccc(OCc3ccccc3)c2)C[C@@H]2CC[C@H]1N2C(=O)NCc1ccccc1C(F)(F)F
10	CC1CN(c2ccc([N+](=O)[O-])c3cccnc23)CC(C)N1 (stereo not given)
11	Cn1cc(C(=O)OCC(=O)N2CCCC2)c2ccccc21
12	CC1=NN(c2ccccc2)C(=O)C1/C=C1\C(=O)NC(=O)N(c2ccc(C)c(C)c2)C1=O (stereo not given)
Screen / compound no.	7	8	9	10	11	12
ABCB6 inh 2	91	97	94	115	93	98
aDG glyco act	0.2	0.1	0.2	-0.4	0.1	-0.3
CaV13 ICDI inh	-1	-4	-5	nt	-2	-7
Vif inh	-13	0	-5	-9	8	-6
m5-HT2A agonist	-2	-4	5	0	2	2
iPSC survival up	-2.1	-0.6	-4.3	-5.3	-0.1	0.2
Granule exo inh	25	?	51	6	-18	-1
H9c2 protect	3	-2	-6	30	1	10
PDI inh	0	6	-3	-13	2	14
Glyco luc inh	1	-5	-8	5	1	-3

13	O=C1/C(=C/c2ccccc2)C[C@@]2(O)[C@H]3Cc4ccc(O)c5c4[C@@]2(CCN3CC2CC2)C1O5 (stereo not given in full)
14	COC(=O)C1=C(c2cccc(C#N)c2)C[C@@H]2CC[C@H]1N2C(=O)NC(C)C
15	O=C(C(=O)N1CCOCC1)c1cn(Cc2ccccc2F)c2ccccc12
16	C=CCN1C(=O)NC(=O)/C(=C/c2c(CCN(C)C(=O)c3ccccc3)cc3c(c2OC)OCO3)C1=O
17	Cc1ccc(OCC(=O)N2CCN(Cc3cccnc3)CC2)cc1
18	Cn1cc[n+](C)c1P(=S)(c1ccccc1)c1ccccc1
Screen / compound no.	13	14	15	16	17	18
ABCB6 inh 2	101	85	100	103	96	100
aDG glyco act	-0.2	0.0	0.0	-0.2	0.1	0.6
CaV13 ICDI inh	nt	-3	-2	nt	-1	-7
Vif inh	-11	-7	-6	-5	3	5
m5-HT2A agonist	1	-3	-4	8	1	4
iPSC survival up	-4.7	3.3	-0.3	0.5	-0.2	3.3
Granule exo inh	8	13	-2	0	6	-2
H9c2 protect	-5	0	0	-3	7	-5
PDI inh	7	-10	-10	nt	0	4
Glyco luc inh	-23	0	4	2	0	0

19	COC(=O)C1=C(c2ccccc2)C[C@@H]2CC[C@H]1N2C(=O)NCC1CC1
20	Cc1ccc2c(c1)C1CN(C)CCC1N2S(=O)(=O)c1ccccc1 (stereo not given)
21	Cc1ccccc1CN1Cc2cnnn2-c2ccccc2C1C#N (stereo not given)
22	N#CC[N+]1(CCCNP2(=O)C=C(c3ccccc3)OC(c3ccccc3)=C2)CCOCC1
23	CCCCOC(=O)c1ccc(NC(=O)c2c(O)[nH]c(=O)[nH]c2=O)cc1
24	COc1ccc(CC2(CCc3ccncc3)C(=O)NC(=O)NC2=O)c(OC)c1
Screen / compound no.	19	20	21	22	23	24
ABCB6 inh 2	101	91	105	99	94	99
aDG glyco act	0.4	-0.2	-0.4	0.3	-0.1	0.6
CaV13 ICDI inh	-12	-8	-9	-5	-7	-1
Vif inh	8	6	nt	-4	-3	8
m5-HT2A agonist	-4	-4	3	-2	9	-1
iPSC survival up	1.4	0.5	2.3	-1.6	3.4	-0.7
Granule exo inh	2	-5	11	10	-6	0
H9c2 protect	3	2	40	-12	1	10
PDI inh	0	-1	3	-2	-2	-3
Glyco luc inh	2	-2	24	-2	1	3

(cont.)
Below each compound: ABCB6 inh 2	aDG glyco act	CaV13 ICDI inh	Vif inh	m5-HT2A agonist	iPSC survival up	Granule exo inh	H9c2 protect	PDI inh	Glyco luc inh
25) O=C(c1ccncc1)C12CN3CN(CN(C3)C1)C2
→ 113	0.1	nt	nt	4	-3.0	2	3	-1	-1
26) C[C@]12CC[C@H](O)C[C@H]1CC[C@@H]1[C@@H]2C[C@@H](O)[C@]2(C)[C@@H](C3=CC(=O)OC3)CC[C@]12O
→ 97	-0.1	-5	-3	1	-2.4	-1	1	6	-21
27) CC(O)(CS(=O)(=O)c1ccccc1)C(=O)Nc1ccc(C(F)(F)F)cc1 (stereo not given)
→ 107	0.1	-8	1	-5	4.5	0	0	-1	1
28) CN1CCC(c2c[nH]c3ccc(O)cc23)CC1
→ 94	0.0	-4	5	50*	-1.3	6	-6	-11	-1
29) CCCCc1nc2ccccc2c(=O)n1-c1ccccc1O
→ 105	-0.1	nt	-12	2	-1.0	-2	2	-1	-1
30) COc1ccc(-c2cc(=Nc3cccc(C(=O)O)c3)c3cc(C)ccc3o2)cc1
→ 98	0.9	-2	-1	-3	0.3	3	-6	5	-10
31) Nc1ccc(Cl)cc1C(=O)c1ccccc1
→ 91	-0.3	-5	-6	-8	-1.6	2	0	-4	-2
32) CC1=C(C)CC2(C(=O)NC(=S)NC2=O)C(C)C1 (stereo not given)
→ 95	-0.1	-5	-1	-3	-0.6	-5	2	-4	-2
33) CCOP(=O)(OCC)C(NC(=O)c1ccc(OC)cc1)C(Cl)(Cl)Cl (stereo not given)
→ 100	0.1	-5	1	-4	-0.2	5	3	-4	1
34) Cc1ccc(Cn2cc(C=O)c(-c3ccc(F)cc3)n2)cc1
→ 99	-0.1	-13	-20	1	-0.3	9	-8	13	-1
35) O=Cc1cn(Cc2ccc(F)cc2Cl)c2ccccc12
→ 92	1.1	-6	-21	-2	0.1	0	-9	5	-10
36) Cc1cc(C=C2C(=O)NC(=S)NC2=O)c(C)n1C1CCCC1
→ 99	0.1	-5	-3	-2	-1.3	-2	-16	-9	0
37) COC(=O)C1=C(c2c(C)noc2C)C[C@@H]2CC[C@H]1N2C(=O)N1CCC(C)CC1
→ 100	-0.3	-4	-1	-3	2.7	28	1	-3	0
38) COC(=O)C1=C(c2ccc(OC(F)(F)F)cc2)C[C@@H]2CC[C@H]1N2C(=O)N1CCC(C)CC1
→ 86	0.3	-10	-8	-4	-1.4	3	-22	-3	-3
39) O=C1C2CCCC1C(N1CCCCC1)CC2 (stereo not given)
→ 101	0.0	-5	7	0	0.0	1	15	7	1
40) CC(=NCc1ccc2c(c1)OCO2)c1c(O)[nH]c(=O)[nH]c1=O
→ 94	0.1	0	-4	4	-0.8	7	8	11	0
41) COc1c(C)cc(C(=O)C2CCCN(Cc3ccccn3)C2)cc1C (stereo not given)
→ 98	0.3	6	3	-2	0.4	?	4	25	-4
42) CCC(=NCCc1c[nH]c2ccccc12)c1c(O)n(-c2ccc(C)cc2)c(=O)[nH]c1=O
→ 93	0.0	-2	0	-3	3.2	-2	-5	9	-1
43) C[C@]12C[C@@H](O)[C@H](O)CC1=CCC1C2CC[C@]2(C)C(=O)CCC12 (stereo not given in full)
→ 98	-0.3	-9	-11	3	1.2	-3	20	4	-2
44) COCCNC(=O)Cn1cc(C(=O)c2ccccc2F)c2ccccc21
→ 102	0.2	-5	-2	-2	1.0	-3	11	-5	3
45) Cc1[nH]c2ccccc2c1C(=O)CN1CC=C(c2ccccc2)CC1
→ 109	0.0	-17	-3	-7	-0.9	-1	-6	6	-1
46) COc1ccc(NC2=NCC(C)S2)cc1 (stereo not given)
→ 97	1.4	0	5	-5	-2.6	-5	0	10	-1
47) O=C(/C=C/c1ccc(Br)cc1)NC(=S)N1C[C@H]2C[C@H](C1)c1cccc(=O)n1C2
→ 93	-0.3	nt	2	0	1.4	10	4	nt	1
48) FC(F)(F)c1ccc(CNCCc2c[nH]c3ccccc23)cc1
→ 105	0.1	-5	3	2	-0.5	2	7	-6	2
49) CCOC(=O)Cn1cc(C=C2C(=O)N(C)C(=O)N(C)C2=O)c2ccccc21
→ 112	0.6	-5	-2	10	-0.4	0	8	-3	-3

This is a subset. The share of hits here may be higher or lower than overall.
